High-throughput results (PubChem)
HePTP inhibitor: inhibitors of human HePTP phosphatase, primary screen, biochemical, absorbance, leukemia target; inhibition, % at 20 µM; 110,000 tested, 0.64% active; recombinant HePTP phosphatase activity, OD absorbance; in the data active means inhibition above about 50%;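 further: plate controls were vehicle for no effect and reference inhibitor for full effect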
BAP1 inh: inhibitors of BAP1 deubiquitinase, primary screen, biochemical, Ub-AMC fluorescence, kinetic; recombinant BAP1, Ub-AMC hydrolysis fluorescence kinetic; hits give low values; activity remaining (% of control), % at 20 µM; 72,000 tested, 0.48% active; AID 436, 2006;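 active means activity remaining at or below 50% of control, provided the compound also passes the data quality filters; inactive means the rest, including low values that fail the filters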;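 further: 100% = DMSO wells rate and 0% = substrate alone blank rate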
Target sequence (Q92560 whole entry, looked up): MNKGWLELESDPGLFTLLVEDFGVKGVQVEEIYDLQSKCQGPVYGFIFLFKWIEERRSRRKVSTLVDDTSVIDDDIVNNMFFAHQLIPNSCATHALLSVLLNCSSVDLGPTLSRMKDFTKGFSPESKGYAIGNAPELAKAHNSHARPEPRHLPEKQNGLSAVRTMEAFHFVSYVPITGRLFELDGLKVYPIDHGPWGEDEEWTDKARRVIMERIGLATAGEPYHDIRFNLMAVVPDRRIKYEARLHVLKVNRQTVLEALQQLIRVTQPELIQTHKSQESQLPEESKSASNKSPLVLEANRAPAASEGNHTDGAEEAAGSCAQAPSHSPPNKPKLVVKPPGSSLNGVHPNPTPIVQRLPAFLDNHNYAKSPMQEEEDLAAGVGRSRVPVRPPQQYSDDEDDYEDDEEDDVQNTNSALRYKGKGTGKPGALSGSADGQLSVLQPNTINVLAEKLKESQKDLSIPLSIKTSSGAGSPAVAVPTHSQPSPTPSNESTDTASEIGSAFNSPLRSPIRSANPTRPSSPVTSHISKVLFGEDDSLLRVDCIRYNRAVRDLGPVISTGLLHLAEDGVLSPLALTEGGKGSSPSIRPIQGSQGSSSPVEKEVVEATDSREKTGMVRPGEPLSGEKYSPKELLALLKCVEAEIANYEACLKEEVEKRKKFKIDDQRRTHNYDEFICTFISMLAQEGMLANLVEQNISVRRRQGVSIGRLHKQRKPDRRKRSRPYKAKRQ
The depositor's hits bear a star; & = joins results of further samples.

For COc1cc(NC(=O)c2ccccc2Br)ccc1NC(=O)c1cc2ccccc2o1 the results were HePTP inhibitor -10.
Screening CCOC(=O)c1cc(-c2ccccc2)n(CC(=O)N2CCCC2)c1C returned HePTP inhibitor -9 and BAP1 inh 88.
Screening OCC(O)COC(c1ccccc1)(c1ccccc1)c1ccccc1 (configuration not stated) returned HePTP inhibitor -15.
CC1CCCCN1Cc1nc2c(c(=O)n(C)c(=O)n2C)n1CCCc1ccccc1 (configuration not stated) was read as BAP1 inh 78.
`CC1C(c2ccccc2)=[N+]([O-])C2(CCCC2)N1O` (configuration not stated) gave HePTP inhibitor 3 and BAP1 inh 104.
`COC(=O)c1ccccc1NC(=O)Nc1nnc(N2CCCCC2C)s1` (configuration not stated) gave HePTP inhibitor -13 and BAP1 inh 86.
O=C(Nc1cccnc1)Nc1ccc(Br)cc1Cl was read as HePTP inhibitor 4 and BAP1 inh 143.
For CC(C)Cn1nc(NC(=O)C(C)(C)C)c2cc3ccccc3nc21 the results were HePTP inhibitor 6 and BAP1 inh 82.
`COc1ccc(CN(C(=O)c2snc(C(N)=O)c2N)C(C(=O)NC(C)(C)C)c2ccco2)cc1` (configuration not stated) gave HePTP inhibitor 5.
For O=[N+]([O-])c1ccc(C=NN2CCN(Cc3ccccc3)CC2)cc1 the results were HePTP inhibitor -1.
Screening CCOC(=O)c1[nH]c(C)c(C(=O)C(C)CC)c1C (configuration not stated) returned HePTP inhibitor -3.
`N#CC1=C(N)NC(SCC(=O)c2ccc(Cl)cc2)=C(C#N)C12CCCCC2` gave HePTP inhibitor -16.
`Cc1ccc2oc(-c3cc(NC(=O)/C=C/c4cccc([N+](=O)[O-])c4)ccc3O)nc2c1` gave HePTP inhibitor -3.
`CCOC(=O)c1c(NC(=O)c2ccco2)sc(C(=O)N(CC)CC)c1C` gave HePTP inhibitor 5.
Screening O=C1NN(c2ccccc2)C(=O)/C1=C\c1cccc(I)c1 returned HePTP inhibitor 9.
`O=c1cc(C(F)(F)F)c2sc(N3CCCCC3)nc2[nH]1` gave HePTP inhibitor 1.
Screening CCOc1ccc(C2CC(c3cccc(OC)c3)Nc3nc(N)nn32)cc1 (configuration not stated) returned HePTP inhibitor 1 and BAP1 inh 95.
Screening Cc1nc2cc(-c3cccc(Cl)c3)[nH]n2c(=O)c1C returned HePTP inhibitor 1.
CC1(C)OC(C(N)=O)C(C(N)=O)O1 (configuration not stated) was read as HePTP inhibitor -11 and BAP1 inh 102.
For COc1cccc(C(=O)NCc2ccccc2OC)c1 the results were HePTP inhibitor 4&0 and BAP1 inh 102.
`Cc1ccc(Cl)cc1NC(=O)c1c(F)c(F)c(F)c(F)c1F` gave HePTP inhibitor -1.
C/C(=N\NC(=O)COc1ccc(Cl)cc1Cl)c1cccnc1 was read as HePTP inhibitor 8.
Screening Cc1ccc2nc(NNC(=O)CCC(=O)O)nc(-c3ccccc3)c2c1 returned HePTP inhibitor 11.
CCn1c(=O)n(CC(=O)Nc2cc(OC)ccc2OC)c(=O)c2ccccc21 was read as HePTP inhibitor 9 and BAP1 inh 89.
For COc1cccc(C(C(=O)NC2CCCC2)N(C(=O)c2ccco2)C2CC2)c1OC (configuration not stated) the results were HePTP inhibitor -2 and BAP1 inh 96.
`CCOC(=O)c1c(NC=O)sc2c1CCC2` gave HePTP inhibitor -5.
Cc1cc(C)nc(N2CCC(C(=O)Nc3cccc(C(F)(F)F)c3)CC2)n1 was read as HePTP inhibitor 3 and BAP1 inh 87.
`CCOC(=O)CN(Cc1ccccc1)S(=O)(=O)c1ccc(NC(C)=O)cc1` gave HePTP inhibitor 4 and BAP1 inh 92.
Screening CC(=O)c1cccc(NC(=O)C2CCCN(S(=O)(=O)c3cccc4cccnc34)C2)c1 (configuration not stated) returned HePTP inhibitor 5 and BAP1 inh 92.
For O=C(NCCCN1CCCCCC1)c1ccc(N2CCCC2=O)cc1 the results were HePTP inhibitor -6 and BAP1 inh 121.
Screening CCCSc1ncnc2c1oc1ccccc12 returned HePTP inhibitor 7 and BAP1 inh 135.
Screening CCN(CC)CCCN1C(=O)c2oc3ccccc3c(=O)c2C1c1cc(OC)ccc1OC (configuration not stated) returned HePTP inhibitor 2 and BAP1 inh 94.
`O=C(O)CSCCCC(=O)Nc1ccc(Br)cc1` gave HePTP inhibitor 2 and BAP1 inh 88.
CCOCCOC(=O)c1ccc(NC(=O)c2cccc(Br)c2)cc1 was read as HePTP inhibitor -5.
Cc1ccc(SCCC(=O)NCc2ccco2)cc1 was read as HePTP inhibitor 8 and BAP1 inh 120.
For CCN(Cc1ccccc1)C(=O)Cn1cc2c(n1)CCCC2 the results were HePTP inhibitor -4 and BAP1 inh 108.
COc1ccc(-c2nc(CS(=O)CC(=O)NCc3cccnc3)c(C)o2)cc1 (configuration not stated) was read as HePTP inhibitor 11 and BAP1 inh 97.
For Cc1ccc(N(CC(=O)O)S(C)(=O)=O)cc1 the results were HePTP inhibitor 8.
Screening O=C1c2cccc3cccc(c23)C(=O)N1CCc1nc2sc3c(c2c(=O)[nH]1)CCCC3 returned HePTP inhibitor -5 and BAP1 inh 117.
CCc1nnc(NC(=O)C(CC)Oc2ccccc2)s1 (configuration not stated) was read as HePTP inhibitor 4.
For O=C(CN1CCCC1)NCC1COc2ccccc2O1 (configuration not stated) the results were HePTP inhibitor 2.
`c1cncc(-c2nn3c(-c4ccncc4)nnc3s2)c1` gave HePTP inhibitor 16 and BAP1 inh 106.
For O=C(CSc1ccccn1)N/N=C\c1c[nH]c2ccccc12 the results were HePTP inhibitor -5.
For COc1cc2nc(N(C)C)nc(N)c2cc1OC the results were HePTP inhibitor 10.
For Cc1nc2ccc(NC(=O)Cn3cnc4c3c(=O)n(C)c(=O)n4C)cc2s1 the results were HePTP inhibitor 7 and BAP1 inh 97.
For CC(C)NC(=O)c1c(O)c2ccccc2[nH]c1=O the results were HePTP inhibitor 8 and BAP1 inh 94.
Screening CCOc1ccc(NC2=C(Cl)C(=O)N(c3ccc(Br)cc3)C2=O)cc1 returned HePTP inhibitor 3.
For O=C(CSc1nc2ccccc2c(=O)[nH]1)c1ccccc1 the results were HePTP inhibitor 4.
For COc1ccc(-c2cn3c4ccccc4n(N)c3n2)cc1 the results were HePTP inhibitor 9.
For O=C(NC12CC3CC(CC(C3)C1)C2)N1CC2Cc3cccc(=O)n3C(C2)C1 (configuration not stated) the results were HePTP inhibitor 10 and BAP1 inh 108.
`Cn1nnc2c(N3CCCCC3)nccc21` gave HePTP inhibitor 6 and BAP1 inh 96.
`Cc1cc(NCC2CCCO2)n2c(nc3ccccc32)c1C#N` (configuration not stated) gave HePTP inhibitor 6.
`Cc1ccccc1OCCSc1nc2ccc(Br)cc2[nH]1` gave HePTP inhibitor -1.
CC(=O)NS(=O)(=O)c1ccc(N/C(N)=N\c2nc(C)cc(C)n2)cc1 was read as HePTP inhibitor 10.
For NC(=O)c1cccn1Cc1ccccc1Cl the results were HePTP inhibitor 3 and BAP1 inh 89.
`CC(C)CN(CCCNC(=O)CC1Oc2ccccc2NC1=O)CC(C)C` (configuration not stated) gave HePTP inhibitor -9 and BAP1 inh 89.
Cc1ccc(N(C)C(=O)N2CCN(S(=O)(=O)c3ccc(C)cc3)CC2)cc1 was read as HePTP inhibitor 1 and BAP1 inh 86.
COc1ccc(NC(C)=O)cc1NC(=O)CN1CCN(CC(=O)Nc2ccccc2Cl)CC1 was read as HePTP inhibitor 2 and BAP1 inh 96.
COc1ccc(N2CCN(C(=O)c3ccc(NS(=O)(=O)c4ccc(F)c(F)c4)cc3)CC2)cc1 was read as HePTP inhibitor 11 and BAP1 inh 83.
Screening O=C(OCc1ccc(-c2ccc(Br)cc2)o1)c1cccc(I)c1 returned BAP1 inh 53.
For CC1CCN(c2cc(N3CCN(C(=O)c4ccc(F)cc4)CC3)c([N+](=O)[O-])cc2F)CC1 the results were HePTP inhibitor 6.
For O=C(Nc1cccc([N+](=O)[O-])c1)C1C(c2ccccc2)C1(Cl)Cl (configuration not stated) the results were HePTP inhibitor 0.
Screening c1ccc(CCNc2ncnc3c2nnn3Cc2ccccc2)cc1 returned HePTP inhibitor 10 and BAP1 inh 89.
`C=CCOC(=O)C1=C(C)NC(C)=C(C(=O)OCC=C)C1c1ccccc1F` gave HePTP inhibitor -2.
COc1ccc(/C(C)=N/NC(=O)CCc2c(C)n[nH]c2C)cc1OC was read as HePTP inhibitor 2.
O=C1c2ccc(Oc3ccc([N+](=O)[O-])cc3)cc2C(=O)N1CCCO was read as HePTP inhibitor -5.
`CC(=O)OC12CC3CC(C1)C(=NO)C(C3)C2` gave HePTP inhibitor 6 and BAP1 inh 87.
`COc1ccccc1CNC(=O)CCCNS(=O)(=O)c1cccc2nsnc12` gave HePTP inhibitor 4 and BAP1 inh 87.
For O=C(Nc1nnc(Cc2ccccc2)s1)c1ccccc1I the results were BAP1 inh 76.
Cc1ccccc1-n1nc(-c2ccc(N)cc2)cc1N was read as HePTP inhibitor 4 and BAP1 inh 104.
For O=C(CSC1=NCCS1)N1CCCC1 the results were HePTP inhibitor 1 and BAP1 inh 114.
For COc1ccc(CCNC(=O)c2oc3ccc(S(=O)(=O)N4CCOCC4)cc3c2C)cc1OC the results were HePTP inhibitor 5.
For Cc1ccc(-c2ccc(=O)n(CC(=O)NCCN3C(C)CCCC3C)n2)cc1 (configuration not stated) the results were HePTP inhibitor -6 and BAP1 inh 91.
For CCOC(=O)N1CCN(C(=O)c2ccc(N3CCCC3=O)cc2)CC1 the results were HePTP inhibitor 7 and BAP1 inh 87.
Screening Cc1ccccc1N1C(=O)c2ccc(C(=O)O)cc2C1=O returned HePTP inhibitor -11.
For OC1(c2cccc(C(F)(F)F)c2)CCN(c2ncnc3c2[nH]c2ccccc23)CC1 the results were HePTP inhibitor 4 and BAP1 inh 101.
`Clc1cccc(OCCCCN2CCOCC2)c1Cl` gave HePTP inhibitor 7.
Screening CC(=O)N(Cc1ccncc1)c1cccc2ccccc12 returned HePTP inhibitor -4.
Screening O=C(CCCOc1ccccc1)N1CCc2ccccc2C1 returned HePTP inhibitor 9 and BAP1 inh 99.
C=CCn1c(-c2c[nH]c3ccccc23)n[nH]c1=S was read as HePTP inhibitor -2 and BAP1 inh 100.
CCc1ccccc1OCCCCN1CCCC1 was read as HePTP inhibitor 4 and BAP1 inh 112.
CN(CC(=O)O)S(=O)(=O)c1cccs1 was read as HePTP inhibitor 3 and BAP1 inh 108.
CCCOc1ccc(/C=C2N=C(/C=C/c3ccccc3)OC/2=O)cc1OC was read as HePTP inhibitor 3.
For Cc1cc(C)n(-c2ccc(C(=O)Nc3ccc4c(c3)OCCO4)cc2)n1 the results were HePTP inhibitor 15 and BAP1 inh 92.
COc1ccc(OC)c(-c2csc3nnc(SCC(=O)Nc4ccc(NC(C)=O)cc4)n23)c1 was read as HePTP inhibitor -18 and BAP1 inh 95.
Screening COC(=O)c1cc2c(s1)-c1ccccc1OC2 returned HePTP inhibitor 0 and BAP1 inh 166.
CC(=O)c1ccc(NC(=O)COc2ccc([N+](=O)[O-])cc2)cc1 was read as HePTP inhibitor 6.
Screening COc1ccc(CC(=O)NNC(=O)c2ccc(Cl)cc2)cc1OC returned HePTP inhibitor 1.
CC12CCC(C(=O)NC3CCCC3)(CC1=O)C2(C)C (configuration not stated) was read as HePTP inhibitor 8 and BAP1 inh 99.
For COc1ccccc1C(=O)Nc1nnn(C)n1 the results were HePTP inhibitor 4.
O=C(c1ccccc1)c1cc(Cl)ccc1N=Cc1ccc(Br)s1 was read as HePTP inhibitor -6.
`CCOC(=O)CSc1nnc(-c2ccc(OC)cc2)n1CC` gave HePTP inhibitor 0 and BAP1 inh 94.
For O=C(c1ccco1)N1CCN(Cc2cccc(F)c2)CC1 the results were HePTP inhibitor -1&-12 and BAP1 inh 84.
`O=C(NC1CCCCC1)C1CCN(c2cnccn2)CC1` gave HePTP inhibitor 6 and BAP1 inh 92.
For CCc1cc2c(N3CCCCC3)ncnc2s1 the results were HePTP inhibitor 6&-9 and BAP1 inh 97.
`COc1ccccc1/C=C1\C(=O)NC(=S)N(c2ccc(Br)cc2C)C1=O` gave HePTP inhibitor 15.

Molecules shown so far that have a tert-butyl group, in the order listed:
For CC(C)Cn1nc(NC(=O)C(C)(C)C)c2cc3ccccc3nc21 the results were HePTP inhibitor 6 and BAP1 inh 82.
`COc1ccc(CN(C(=O)c2snc(C(N)=O)c2N)C(C(=O)NC(C)(C)C)c2ccco2)cc1` (configuration not stated) gave HePTP inhibitor 5.

Among those listed so far, these contain bromine.
For COc1cc(NC(=O)c2ccccc2Br)ccc1NC(=O)c1cc2ccccc2o1 the results were HePTP inhibitor -10.
O=C(Nc1cccnc1)Nc1ccc(Br)cc1Cl was read as HePTP inhibitor 4 and BAP1 inh 143.
`O=C(O)CSCCCC(=O)Nc1ccc(Br)cc1` gave HePTP inhibitor 2 and BAP1 inh 88.
CCOCCOC(=O)c1ccc(NC(=O)c2cccc(Br)c2)cc1 was read as HePTP inhibitor -5.
Screening CCOc1ccc(NC2=C(Cl)C(=O)N(c3ccc(Br)cc3)C2=O)cc1 returned HePTP inhibitor 3.
`Cc1ccccc1OCCSc1nc2ccc(Br)cc2[nH]1` gave HePTP inhibitor -1.
Screening O=C(OCc1ccc(-c2ccc(Br)cc2)o1)c1cccc(I)c1 returned BAP1 inh 53.
O=C(c1ccccc1)c1cc(Cl)ccc1N=Cc1ccc(Br)s1 was read as HePTP inhibitor -6.
`COc1ccccc1/C=C1\C(=O)NC(=S)N(c2ccc(Br)cc2C)C1=O` gave HePTP inhibitor 15.
